RGS4 inh – RGS4 inhibitors, primary screen, cell-based, HEK293 M3R inducible RGS4, calcium flux. Regulator of G-protein signaling 4 (Homo sapiens), P49798. Fluo-4 calcium flux; stronger effect = higher value; triggered by carbachol at its EC20. AID 463165, 2010. 310,000 tested, 0.45% active. B-score at 10 µM;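 active = B-score, a plate-corrected calcium signal, over three deviations above library mean, with baseline fluorescence within five deviations of library mean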;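 note: RGS4 expression induced by doxycycline in cells with stable M3 receptor; B-score is computed from the integrated fluorescence ratio over baseline after carbachol; higher B-score means a larger calcium signal and so more RGS4 inhibition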
ANO1 block – TMEM16A chloride channel inhibitors, primary screen, cell-based, HTS. Anoctamin-1 (Mus musculus), Q8BHY3. HEK293 TMEM16A/YFP iodide influx fluorescence, ionomycin. normalized B-score (activity score, 25-100; higher = stronger inhibition) at 10 µM. 310,000 tested, 1.2% active;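 active = ratio plate-corrected score three or more library SD toward inhibition, starting fluorescence score within five deviations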;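 note: score derived from kinetic fluorescence span divided by baseline fluorescence per well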
TRPC6 act – mouse TRPC6 channel activators, primary screen, cell-based, HEK293, membrane potential dye; Short transient receptor potential channel 6 (Mus musculus), Q61143; HEK293-TRPC6 membrane potential dye fluorescence; stronger effect = higher value; B-score at 10 µM; 310,000 tested, 0.13% active;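 active = B-score of the integrated fluorescence ratio above library mean plus 3 SD, and starting fluorescence ratio within library mean plus 5 SD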;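 note: higher score means more depolarization so channel activation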
MrgX1 agonist – agonists of human MrgX1 receptor, primary screen, HEK293 cells, Fluo-4 calcium flux | Mas-related G-protein coupled receptor member X1 (Homo sapiens), Q96LB2 | 310,000 tested, 0.44% active | AID 588627, 2011 | B-score at 10 µM | Fluo-4 calcium fluorescence, agonist mode; stronger effect = higher value;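 active = calcium response B-score plate-corrected fluorescence ratio at least 3 library SD, with starting fluorescence B-score inside 5 SD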
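Material: MrgX1-expressing HEK293 cells / Dosing: compound as first of three additions / Incubation: overnight seeding, then 1 h dark dye loading / Signal: Fluo-4 NW calcium fluorescence / Evaluation: B-scored fluorescence response ratio / Benchmarks: positive and negative control wells on each plate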
RGS4 act – RGS4 potentiators or activators, primary screen, cell-based, HEK293 M3R inducible RGS4, calcium flux; carbachol calcium flux Fluo4; stronger effect = lower value; B-score at 10 µM; 310,000 tested, 0.92% active; AID 463111, 2010;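 active = B-score of the integrated calcium signal more than 4 SD below the library mean, with starting fluorescence not abnormally high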;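 note: negative B-score means reduced calcium response which marks RGS4 activation or potentiation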
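System – HEK293 FlpIn-TREx cells, stable M3R, doxycycline-inducible RGS4 · Reagent – ECmax carbachol challenge · Times – compound preincubation 20 min at room temperature before agonist · Technique – Fluo4 fluorescence kinetic imaging of calcium · Measure – B score of integrated Fluo4 ratio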
TMEM16A act – TMEM16A chloride channel activators or potentiators, primary screen, cell-based, HTS | Anoctamin-1 (Mus musculus), Q8BHY3 | HEK293 TMEM16A/YFP-H148Q/I152L, iodide quench fluorescence; stronger effect = lower value | B-score at 10 µM | 340,000 tested, 0.3% active | AID 623877, 2012;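 active = fluorescence-ratio B-score plate-corrected deviation score at least 3 library SD below zero, with starting fluorescence score within 5 deviations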;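 note: channel opened by trigger with iodide after compound preincubation; score built on the fluorescence ratio of max minus min over baseline; more negative score means more quench and so TMEM16A activation or potentiation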
MrgX1 antagonist – antagonists of human MrgX1 receptor, primary screen, HEK293 cells, Fluo-4 calcium flux; Mas-related G-protein coupled receptor member X1 (Homo sapiens), Q96LB2; BAM8-22 antagonism; stronger effect = lower value; B-score at 10 µM; 310,000 tested, 1.3% active; AID 588676, 2011;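 active = calcium-response B-score plate-corrected more than 3 library SD below zero, starting fluorescence within 5 deviations, no agonist response on first addition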;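 note: peak minus trough fluorescence over baseline after final BAM8-22 challenge near maximal dose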
HDAC3 inhib – HDAC3 deacetylase inhibitors, primary screen, biochemical, fluorescence, cell-free homogeneous; recombinant HDAC3, fluorogenic peptide/trypsin coupled; 320,000 tested, 0.15% active; AID 2718, 2010; Histone deacetylase 3 (Homo sapiens), O15379; inhibition, % at 8.3 µM; in the data active = inhibition above about 26%, passing the limit was not always enough; inconclusive = no clear call, values can overlap the other calls
SKKanGAS inh – S. pyogenes SKKanGAS growth inhibitors in kanamycin, primary screen, streptokinase expression inhibitor project, SKKanGAS strain, BacTiter-Glo luminescence; 300,000 tested, 1.3% active; inhibition, % at 7.5 µM; 6 h;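 active = mean replicate score, as percent of positive control median, at least 50; inconclusive = mean below 50 but one replicate at or above 50; inactive = mean and every replicate below 50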;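 note: strain carries kanamycin resistance gene driven by streptokinase promoter and grows in 40 µg/ml kanamycin; loss of luminescence reflects streptokinase promoter inhibition or plain growth inhibition; 0% = median of DMSO wells and 100% = positive control at its reference dose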
MrgX1 allo act – positive allosteric modulators of MrgX1, primary screen, HEK293 cells, Fluo-4 calcium flux. AID 588675, 2011. B-score at 10 µM. 310,000 tested, 0.63% active. FDSS; stronger effect = higher value. Mas-related G-protein coupled receptor member X1 (Homo sapiens), Q96LB2;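 active = plate-corrected calcium response at least 3 library SD above typical, normal starting fluorescence, not activating the receptor alone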;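 note: compound read alongside a low EC10 to EC30 dose of BAM8-22 agonist; peak minus trough fluorescence over baseline measured at the second addition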
TRPC6 inhibitor – mouse TRPC6 channel inhibitors, primary screen, cell-based, HEK293, membrane potential dye. ACh-evoked depolarization; stronger effect = lower value. Short transient receptor potential channel 6 (Mus musculus), Q61143. AID 2553, 2010. B-score at 10 µM. 310,000 tested, 1.1% active;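 active = B-score under library mean minus 3 SD, initial fluorescence not abnormally high, positive integrated signal ratio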;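 note: B-score derived from integrated fluorescence ratio over the kinetic read; more negative B-score means stronger inhibition of depolarization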
Starred values were filed as active, the others as inactive; i = inactive; ? = inconclusive; . = no result given.

SMILES	RGS4 inh	ANO1 block	TRPC6 act	MrgX1 agonist	RGS4 act	TMEM16A act	MrgX1 antagonist	HDAC3 inhib	SKKanGAS inh	MrgX1 allo act	TRPC6 inhibitor
COc1ccc(C2OC(=O)C(C)(C)C(=O)C2(C)C)cc1OC (stereo not drawn)	i	i	i	i	i	i	i	0	-11	i	i
CC(NC(=O)c1ccccc1Br)c1ccc2c(c1)CCCC2 (stereo not drawn)	i	i	i	i	i	i	i	12	9	i	i
COC(CNC(=O)C(=O)NCC1CCCN1S(=O)(=O)c1cccs1)OC (stereo not drawn)	i	i	i	i	i	i	i	-2	-2	i	i
CCOc1cc(S(=O)(=O)N(CC)CC)ccc1Cl	i	i	i	i	i	i	i	0	11	i	i
O=[N+]([O-])c1ccc2nc(SCc3cn4cc(Cl)ccc4n3)[nH]c2c1	i	i	i	i	i	i	i	11	2	i	-5.4*
CCNc1nc(NC(C)CC)nc(Oc2ccc(OCC)nn2)n1 (stereo not drawn)	i	i	i	i	i	i	i	1	4	i	i
O=C(CCC(=O)NNC(=O)Nc1ccc(Cl)cc1)NCc1ccccc1	i	i	i	i	i	i	i	-3	-10	i	i
O=c1oc2ccccc2cc1-c1nnc(-c2cccc(Br)c2)o1	i	i	i	i	i	i	i	-5	-16	i	i
C=CCn1c(-c2cc3cccc(OC)c3o2)n[nH]c1=S	i	i	i	i	i	i	i	-10	2	i	i
CN1CCN(C(c2ccccc2)c2nnnn2Cc2ccccc2)CC1 (stereo not drawn)	i	i	i	i	i	i	i	-2	2	i	i
Cc1ccc(-c2csc(N3CCN(S(=O)(=O)c4ccc5c(c4)NC(=O)CO5)CC3)n2)cc1	i	i	i	i	i	i	i	6	11	i	i
COc1ccccc1C(=O)NNC(=O)CCN1C(=O)/C(=C\c2ccccc2)SC1=S	i	i	i	i	i	i	i	-2	24	i	i
Cc1ccccc1C(=O)N1CCN(C(c2ccccc2)c2ccccc2)CC1	i	i	i	i	i	i	i	11	-8	i	i
O=C(NCC1CCCO1)c1cc2c([nH]c3ccccc32)c(-c2cccc(Br)c2)n1 (stereo not drawn)	i	i	i	i	i	i	i	-1	44	i	i
O=C(c1ccc(Br)s1)N1CCN(C/C=C/c2ccccc2)CC1	i	i	i	i	i	i	i	-2	-3	i	i
Cc1cccn2cc(-c3ccc(S(=O)(=O)N4CCCCC4)cc3)nc12	i	i	i	i	i	i	i	-39	-7	i	i
ClCC1=Nc2ccccc2Cc2ccccc21	i	i	i	29*	i	i	i	9	-1	i	i
Cc1cccc(C)c1NC(=O)N1C(C(=O)O)CSC1C(=O)O (stereo not drawn)	i	i	i	i	i	i	i	1	1	i	i
CC(C)(C)c1cc(=O)[nH]c(SCc2ccccc2)n1	i	i	i	i	i	i	i	-13	.	i	i
COc1cc(CNc2cccc(C(=O)O)c2)cc(Br)c1OCC(=O)NC(C)(C)C	i	i	i	i	i	i	i	3	6	i	i
Cc1cc2oc(=O)cc(CN(C)Cc3ccccc3Cl)c2cc1C	i	i	i	i	i	i	i	2	62*	i	i
COc1ccccc1NC(=O)CSc1nnnn1-c1ccc(C(=O)O)cc1	i	i	i	i	i	i	i	6	3	i	i
N/C(=N\OC(=O)CCC1CCCCC1)c1ccc([N+](=O)[O-])cc1	i	i	i	i	i	i	i	3	-9	i	i
O=C(Nc1ccc(F)cc1)c1sc2cc(C(F)(F)F)cnc2c1-c1cccs1	i	i	i	i	i	i	i	-3	7	i	i
CN(C)/C=C1\C(=O)N(c2ccc(Cl)cc2)CS1(=O)=O	i	i	i	i	i	i	i	-6	9	i	i
SMILES	RGS4 inh	ANO1 block	TRPC6 act	MrgX1 agonist	RGS4 act	TMEM16A act	MrgX1 antagonist	HDAC3 inhib	SKKanGAS inh	MrgX1 allo act	TRPC6 inhibitor
ClCc1nc2ccccc2c2ccccc12	i	i	i	44*	i	i	i	5	-3	i	i
CC(C)[C@@H](N)C(=O)NCC1CCC(C(=O)N[C@@H](Cc2ccccc2)C(=O)O)CC1 (stereo partly drawn)	i	i	i	i	i	i	i	-2	3	i	i
C=CCC1(N(C(C)=O)c2ccccc2C)CCCCC1	i	i	i	i	i	i	i	-2	0	i	-9.4*
COc1ccccc1/C=N/NC(=O)c1cccc2ccccc12	i	i	i	i	i	i	i	0	5	i	i
CCOC(=O)Nc1ccc2nc(Sc3ccc(Cl)cc3)sc2c1	i	i	i	i	i	i	i	-4	24	i	i
Cc1ccc(SCC(=O)NCCCc2ccccc2)cc1	i	i	i	i	i	i	i	3	-3	i	i
O=C(NCCOc1cccc2cccnc12)c1cccs1	i	i	i	i	i	i	i	-4	3	i	i
O=C1CCN(C(=O)Nc2ccccc2)N1	i	i	i	i	i	i	i	-3	0	i	i
O=C(c1cccc(C(F)(F)F)c1)N1CCOC12CCN(c1ncc(C(F)(F)F)cc1Cl)CC2	i	i	i	i	i	i	i	?	8	i	i
CCN1C(=O)NC(c2ccc(Cl)cc2)C2=C1CCCC2=O (stereo not drawn)	i	i	i	i	i	i	i	-1	-8	i	i
CCOCCCN1CC(C(=O)NCCc2ccccc2)CC1=O (stereo not drawn)	i	i	i	i	i	i	i	0	7	i	i
CCOC(=O)C1CCN(C(=O)c2cc3cc(Cl)ccc3[nH]2)CC1	i	i	i	i	i	i	i	10	4	i	i
O=C(NCN1CCc2ccccc2C1)c1cnccn1	i	i	i	i	i	i	i	5	5	i	i
N#Cc1cc2ccccc2nc1SCc1ccccn1	i	i	i	i	i	i	i	4	.	i	i
CS(=O)(=O)c1ccc(S(=O)(=O)N2CCC(CO)(CCCc3ccccc3)CC2)cc1	i	i	i	i	i	i	i	-7	7	i	i
O=C(NCc1ccc(F)cc1)C1CCCN(S(=O)(=O)c2ccc(Br)s2)C1 (stereo not drawn)	i	i	i	i	i	i	i	9	3	i	i
O=c1[nH]c2cc3c(cc2cc1C(c1nnnn1CC1CCCO1)N1CCCCCC1)OCO3 (stereo not drawn)	i	.	i	.	i	.	.	.	-6	.	i
CCc1ccc(NC(=O)C2C3CCC(O3)C2C(=O)O)cc1 (stereo not drawn)	i	i	i	i	i	i	i	1	5	i	i
c1ccc(OCCOCCN2CCOCC2)cc1	i	i	i	i	i	i	i	1	-15	i	i
COc1cccc(-c2csc(N3CCN(CC(=O)Nc4ccc5c(c4)OCO5)CC3)n2)c1	i	i	i	i	i	i	i	-5	19	i	i
O=C(COc1ccc(S(=O)(=O)N2CCCC2)cc1Cl)NCc1ccco1	i	i	i	i	i	i	i	4	-6	i	i
COc1ccc2c(c1)CCCC2NS(=O)(=O)OCC(Cl)(Cl)Cl (stereo not drawn)	i	i	i	i	i	i	i	-3	17	i	i
Cc1ccc(NC(=O)NCc2ccc3c(c2)OCO3)c(C)c1	i	i	i	i	i	i	i	-5	0	i	i
COc1ccc(CCNC(=O)C(=O)NCCOc2ccccc2Cl)cc1OC	i	i	i	i	i	i	i	1	-2	i	i
CCOC(=O)c1c(C)n(C)c2ccc(O)c(CN3CCC(C)CC3)c12	i	i	i	i	i	i	i	1	-4	i	-9.4*
SMILES	RGS4 inh	ANO1 block	TRPC6 act	MrgX1 agonist	RGS4 act	TMEM16A act	MrgX1 antagonist	HDAC3 inhib	SKKanGAS inh	MrgX1 allo act	TRPC6 inhibitor
CCN(CC)C(=O)CSc1nc(N)c(C#N)c(-c2cccs2)c1C#N	i	i	i	i	i	i	i	-7	5	i	i
CCN(CC)S(=O)(=O)c1ccc2c(c1)nc(SCC(=O)N1CCOCC1)n2-c1ccccc1OC	i	i	i	i	i	i	i	6	3	i	i
CCN(CC)c1ccc(NC(=O)c2ccccc2OCC(=O)OC)cc1	i	i	i	i	i	i	i	15	2	i	i
CCOC(=O)C1=C(COC(=O)/C=C/c2cccc(Cl)c2)NC(=O)NC1C (stereo not drawn)	i	i	i	i	i	i	i	2	-2	i	i
O=C(CCSc1nc2ccccc2o1)Nc1ccccc1	i	i	i	i	i	i	i	-4	-4	i	i
CCN(CC)CCC#CC(O)(c1ccccc1)c1ccccc1	i	i	i	i	-8.1*	i	i	5	-3	i	-8.8*
COc1ccc(-c2csc(N(CCCN(C)C)C(=O)c3ccc(F)cc3)n2)cc1	i	i	i	i	i	i	i	1	-2	i	i
Cc1ccc(/C=N/n2c(C3CCCCC3)n[nH]c2=S)s1	i	i	i	i	i	i	i	0	4	i	i
Cc1cccc(NC(=S)N/N=C/c2cccc([N+](=O)[O-])c2)c1	i	i	i	i	i	i	i	-1	12	i	i
O=C(Nc1ccccc1C(=O)NCC1CCCO1)c1ccccc1F (stereo not drawn)	i	i	i	i	i	i	i	-1	-2	i	i
CCCC(C(=O)NCc1ccccc1)N(C(=O)Cn1nnc(-c2cccs2)n1)c1ccc2c(c1)OCCO2 (stereo not drawn)	.	i	.	i	.	i	i	12	.	i	.
COc1cc(C(=S)N2CCOCC2)ccc1OC(=O)c1cc(OC)c(OC)c(OC)c1	i	i	i	i	i	i	i	-1	-3	i	i
O=C(O)CCc1ccc(-c2ccc(Br)cc2)n1-c1cccc(O)c1	i	i	i	i	i	i	i	-7	6	i	i
O=C(Cn1c(=O)cnc2ccccc21)N1CCN(S(=O)(=O)c2cccc([N+](=O)[O-])c2)CC1	i	i	i	i	i	i	i	0	0	i	i
